M. tuberculosis HTS: M. tuberculosis growth inhibition, HTS (AID 449762); one-dose inhibition, % at 25 µM; IC50 in µM for titrated hits; M. tuberculosis H37Rv growth inhibition, 7H9 media; higher % means a stronger effect; 330,000 compounds, 0.59% hits; in the data active means a potency from the dose series; inconclusive means inhibition above about 70% without an active follow-up result;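 further: bacterial growth assessed after seven days of incubation; strong numbers were not always called active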
VEEV TC-83 Vero: inhibitors of VEEV TC-83 cytopathic effect, confirmation, Vero cells (AID 588727) | Vero cells, VEEV TC-83 cytopathic effect inhibition; higher % means a stronger effect | inhibition, % at 20 µM, or IC50 in µM where a hit was titrated | 350,000 compounds, 0.13% hits; in the data active means a potency from the dose series; inconclusive means inhibition mostly from about 14% at the one dose, without a potency; inactive means the rest, 99 in 100 with inhibition below about 12%; further: strong numbers were not always called active
tuberculosis growth: growth inhibition of non-replicating M. tuberculosis (AID 488890); Mycobacterium tuberculosis non-replicating, growth inhibition; higher % means a stronger effect; inhibition, % at 25 µM, or IC50 in µM where a hit was titrated; 320,000 compounds, 0.39% hits; in the data active means a potency from the dose series; inconclusive means inhibition mostly from about 82% at the one dose, without a potency; inactive means the rest, 99 in 100 with inhibition below about 76%;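 further: plate controls were DMSO cells for no effect and high antibiotic wells for full effect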
influenza NS1A: NS1A inhibition, H1N1 influenza, cell based functional assay (AID 504329) | 340,000 compounds, 0.3% hits | inhibition, % at 12.5 µM; hits with a dose series show IC50 in µM | NS1A functional cell-based assay, percent inhibition; higher % means a stronger effect; in the data active means a potency from the dose series; inconclusive means inhibition above about 27% without an active follow-up result; further: strong numbers were not always called active
PhoP GFP inhibition: PhoP regulon inhibitors, Salmonella typhi PhoP promoter GFP reporter, confirmatory (AID 1850); Salmonella Typhi PhoP-promoter GFP reporter, fluorescence, 4 h; higher % means a stronger effect; 310,000 compounds, 0.33% hits; inhibition, % at 50 µM; hits with a dose series show IC50 in µM; in the data active means a potency from the dose series; inconclusive means inhibition mostly from about 25% at the one dose, without a potency; inactive means the rest, 99 in 100 with inhibition below about 19%;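 further: 0% = induced wells with vehicle and 100% = uninduced wells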
VEEV TC-83 Vero 10K pilot screen: recorded beside VEEV TC-83 Vero, whose call it bears; inhibition, %; measured here: 10K pilot screen inhibition
* marks the source's active call; other numbers are inactive results; i = inactive; u = inconclusive; x = not tested or not shown.

SMILES | M. tuberculosis HTS | VEEV TC-83 Vero | tuberculosis growth | influenza NS1A | PhoP GFP inhibition | others
CCc1nc(SCC(=O)N2CCN(c3ccccc3)CC2)c2oc3ccccc3c2n1 | 2% | i | 12% | 41% | -2%
c1ccc(OCCSc2ncnc3nc[nH]c23)cc1 | 20% | 7.3% | 1% | 3% | -9%
COc1cc(C(=O)O)cc(OC)c1OCc1cc(C(=O)O)oc1C | 0% | 1.3% | -6% | -4% | 2%
CC(C)[C@H](NC(=O)c1c(F)cccc1F)C(=O)N1CCN(c2ccc(F)cc2)CC1 | -5% | i | 3% | 16% | 3%
Cc1cc(C(=O)Nc2cccc(NC(=O)c3ccco3)c2)ccc1[N+](=O)[O-] | -9% | 8.0% | 0% | -6% | 2%
CCCOn1c(-n2nc(C)cc2C)nc2ccccc2c1=O | 9% | i | 0% | -2% | 7%
O=Cc1ccc(-c2cccs2)s1 | x | 0.6% | x | 1% | x
COc1cc2c(cc1OC)C(C(=O)NCCC(C)C)C1CCCCN1C2=O (stereo not drawn) | -4% | 0.1% | -13% | 31% | -23% | VEEV TC-83 Vero 10K pilot screen=0.0
CCCCc1c(C)nc2ccc(C)cc2c1SCCC(=O)O | -5% | 1.4% | -5% | 3% | 8%
O=C(NC12CC3CC(CC(C3)C1)C2)c1cnccn1 | -5% | i | 62% | -4% | -7%
COc1ccc(N(CC(=O)N2CCN(C)CC2)S(=O)(=O)c2ccccc2)cc1 | 9% | 0.1% | -10% | -4% | 0%
CN(C)c1nc(N(C)C)c2cnn(C)c2n1 | x | 1.2% | x | 1% | x
CC(/C=C1\SC(=S)N(CC(=O)O)C1=O)=C\c1ccccc1 | -20% | 0.9% | 2% | -12% | 5%
CCN(CC)c1ccc(NC(=O)c2ccc(=O)[nH]c2)cc1S(=O)(=O)Nc1ccccc1OC | 31% | 2.3% | 51% | 2% | -4%
CCOc1ccc(CCNC(=O)c2ccc3ccccc3n2)cc1OCC | -2% | 7.5% | 38% | -1% | -4%
CCOc1ccc(N(CC(=O)NCc2ccc(Cl)cc2)S(=O)(=O)c2ccccc2)cc1 | 9% | 1.2% | 1% | 9% | 4%
O=CN1CCN(C(=O)c2ccccc2F)CC1 | 2% | 2.2% | -5% | -3% | -4%
CCOc1ccc(CN2CCN(S(=O)(=O)c3ccc(NC(C)=O)cc3)CC2)cc1 | 3% | 1.0% | 16% | -9% | -2%
COc1ccccc1N1CCN(Cc2ccc(C(=O)O)cc2)CC1 | -4% | i | -4% | 5% | -6%
COc1ccc(/C=C(/NC(=O)c2ccccc2)C(=O)N/N=C/c2cccs2)cc1OC | -6% | 0.1% | -8% | 6% | 0%
COc1nc(Cl)cn(-c2ccc(Cl)cc2)c1=O | -1% | 1.0% | -3% | 7% | -8%
Cc1noc(-c2ccccc2OC(=O)c2ccccc2)n1 | -1% | 1.1% | 76% | -2% | 9%
Fc1ccc(Sc2nc(-c3ccccc3)nnc2C(F)(F)F)cc1 | u | u | u | -11% | -4%
O=C(NNC(=O)c1ccccc1)C(=O)N1CCCCC1 | -2% | 3.4% | -13% | -1% | 5%
COc1ccc(NC(=O)Cn2nnc(C(=O)NCc3ccccc3)c2N)c(OC)c1 | 6% | 0.8% | -4% | 9% | -6%
O=c1oc(-c2ccc(F)cc2)nc2ccsc12 | u | 1.0% | u | 12% | 10%
O=C1CCC(c2ccc3c(c2)CCC3)=NN1 | -1% | i | -4% | -1% | -4%
CC(=O)Nc1ccc(NC(=O)c2cccc(S(=O)(=O)N3CCCCCC3)c2)cc1 | 4% | 5.6% | 12% | -17% | x
O=S(=O)(c1cccs1)N1CCN(Cc2ccccc2)CC1 | -2% | i | -6% | -7% | -8%
COC(=O)C[C@H]1c2cc(F)ccc2S(=O)(=O)N1Cc1ccccc1OC | -1% | 0.1% | -2% | 3% | -17%
C[C@H](NC(=O)[C@@H]1Cc2ccccc2CN1)C(=O)Nc1ccc2c(c1)OCO2 | -12% | 3.9% | -7% | -6% | -3%
O=C(CSc1ccc2nnc(-c3ccc(F)cc3)n2n1)N1CCCc2ccccc21 | -10% | 8.9% | 17% | 2% | 16%
Cc1ccc(C(=O)CC(=O)COc2ccc(Cl)cc2C)cc1 | u | 8.1% | -13% | -13% | -5%
Cc1cc(N/N=C/c2ccco2)c2ccccc2n1 | 2% | 0.2% | 14% | -7% | -5%
COc1cccc(NC(=O)CN(C)C(=O)c2cccc(S(=O)(=O)N3CCN(c4ccc(F)cc4)CC3)c2)c1 | 39% | 6.3% | 43% | 2% | 4%
O=C(CCC1CCCN(C(=O)c2ccco2)C1)NCc1ccccc1F (stereo not drawn) | -8% | i | -5% | 7% | -7%
Cc1ccc(OCCN2C(=O)S/C(=C\c3ccc(C)o3)C2=O)cc1 | -1% | 1.7% | 7% | -2% | 2%
Cc1ccc(C2=NNC(C(O)C(O)C(O)CO)S2)cc1 (stereo not drawn) | -5% | 1.2% | -3% | 1% | 6%
C=CCN1CCC(=O)C(C(=O)OCC)=C1C(=O)OCC | x | 0.1% | x | -11% | x
Cc1cc(C)n(Cc2ccc(F)cc2)c(=O)c1C#N | -6% | 2.1% | -1% | 3% | -6%
O=C(c1ccco1)N1CCN(c2ccnc3cc(Cl)ccc23)CC1 | -3% | 1.0% | 17% | 2% | -4%
CCC(=O)Nc1cc2nn(-c3ccccc3)nc2cc1Cl | -10% | 4.2% | -6% | 1% | -4%
CCCNC(=O)C1CCN(S(=O)(=O)c2cccs2)CC1 | -1% | 0.0% | 10% | 10% | 6%
CCCCC(=O)Nc1ccc(NC(=O)C2CC2)nc1 | -3% | 1.2% | 10% | 2% | -4%
Cc1nc2c(C(=O)NCCC(C)C)c[nH]n2c(=O)c1Cl | 2% | i | 34% | 14% | -7%
Cc1c(OCC(=O)NCC2CCC(C(=O)O)CC2)ccc2c(-c3ccccc3)cc(=O)oc12 (stereo not drawn) | -9% | 0.9% | 3% | 0% | 7%
Fc1ccc(F)c(C2=NNC(=Nc3ccccc3F)SC2)c1 | 15% | i | 47% | -2% | 2%
CCOc1ccc(Oc2ccccc2NC(=O)CSCC(=O)Nc2cc(C)on2)cc1 | 4% | 1.8% | -2% | -9% | 2%
CCCN(Cc1cc2cc(OC)ccc2[nH]c1=O)C(=O)c1ccco1 | -4% | 4.8% | -6% | 4% | 3%
Cc1cc(N2C(=O)C(O)=C(C(=O)c3cc4ccccc4o3)C2c2ccc([N+](=O)[O-])cc2)no1 (stereo not drawn) | 0% | 2.7% | 51% | 0% | 4%

The list goes on:
SMILES | M. tuberculosis HTS | VEEV TC-83 Vero | tuberculosis growth | influenza NS1A | PhoP GFP inhibition | others
CCN(CC(=O)Nc1ccccc1OC)C(=O)CN1C(=O)NC(C)(c2ccc(C)cc2)C1=O (stereo not drawn) | -15% | 5.1% | 3% | -9% | x
CC(=O)Nc1nc2ccc(-c3nc4ccccc4o3)cc2s1 | 1% | 8.0% | 11% | -4% | 1%
Cn1c(=O)c2ccccc2n(CC(=O)NCCC2=CCCCC2)c1=O | 1% | i | -2% | 2% | 5%
COc1ccc(CNC(=O)Cn2nc([N+](=O)[O-])cc2C)cc1 | -3% | 0.8% | 0% | -2% | 1%
CCc1ccc2[nH]c(=O)c(CN(CC3CCCO3)C(=S)NCc3ccco3)cc2c1 (stereo not drawn) | -2% | 3.7% | 35% | 3% | 10%
O=C(N/N=C/c1cccc([N+](=O)[O-])c1)c1ccc(CN2CCOCC2)cc1 | -12% | 0.7% | -16% | -4% | -1%
O=C(CCC1CCCC1)Nc1cccn(Cc2ccccc2Br)c1=O | 2% | 0.0% | 76% | -14% | 0%
Cc1ccc(-c2nn(-c3cccc(F)c3)cc2CN2CCN(c3ccccn3)CC2)o1 | u | 3.9% | 37% | 27% | 3%
COc1ccc(CCNC(=O)c2cccc(NC3=NC4CS(=O)(=O)CC4S3)c2)c(OC)c1 (stereo not drawn) | -7% | 0.2% | 14% | 2% | -13%
COc1ccc(CC(=O)OCC(=O)NC2CCCCC2)cc1OC | 3% | 2.0% | 4% | 3% | x

Continued, starting with the last 4 of the part before.
SMILES | M. tuberculosis HTS | VEEV TC-83 Vero | tuberculosis growth | influenza NS1A | PhoP GFP inhibition | others
O=C(CCC1CCCC1)Nc1cccn(Cc2ccccc2Br)c1=O | 2% | 0.0% | 76% | -14% | 0%
Cc1ccc(-c2nn(-c3cccc(F)c3)cc2CN2CCN(c3ccccn3)CC2)o1 | u | 3.9% | 37% | 27% | 3%
COc1ccc(CCNC(=O)c2cccc(NC3=NC4CS(=O)(=O)CC4S3)c2)c(OC)c1 (stereo not drawn) | -7% | 0.2% | 14% | 2% | -13%
COc1ccc(CC(=O)OCC(=O)NC2CCCCC2)cc1OC | 3% | 2.0% | 4% | 3% | x
CCOC(=O)c1sc(NC(=O)CSc2nnc(-c3ccc(OC)cc3)n2CCOC)nc1C | -20% | 4.1% | 16% | -11% | -9%
COC(=O)/C=C1\C(=O)N(c2nc3ccc(OC)cc3s2)C(=S)N1c1ccc(F)cc1 | -2% | x | 6% | x | 3%
CCCCOCCCNS(=O)(=O)Cc1ccccc1 | -7% | i | 31% | 9% | -10%
COCCN(C(=O)COc1ccc(Cl)cc1)c1nnc(-c2cccnc2)s1 | -3% | i | -15% | 1% | -6%
CCOc1ccccc1NC(=O)CCS(=O)(=O)c1cccs1 | -6% | 0.3% | x | 3% | -1%
COc1ccc(Cl)cc1NC(=O)C(C)N(C)Cc1cccc(Cl)c1Cl (stereo not drawn) | 15% | 0.9% | 24% | 4% | -5%
CCN1C[C@@H]2[C@@H]3C(=O)N(C)C(=O)[C@@H]3[C@](Cc3ccccc3)(C1=O)N2C(=O)c1ccccc1 | x | 0.0% | x | -3% | x
CC(C)c1ccc(-n2nnnc2SCC(=O)NC2CC2)cc1 | -1% | 0.8% | 47% | -1% | x
COc1ccc(-n2c(SCC(=O)NCc3ccco3)nnc2-c2c[nH]c3ccccc23)cc1 | 5% | 8.8% | 10% | 2% | -9%
COc1ccc(/C=C/C(=O)O)cc1S(=O)(=O)N1CCCCC1 | -10% | i | -20% | -9% | 12%

The list goes on (7 carried over from the part before).
SMILES | M. tuberculosis HTS | VEEV TC-83 Vero | tuberculosis growth | influenza NS1A | PhoP GFP inhibition | others
COCCN(C(=O)COc1ccc(Cl)cc1)c1nnc(-c2cccnc2)s1 | -3% | i | -15% | 1% | -6%
CCOc1ccccc1NC(=O)CCS(=O)(=O)c1cccs1 | -6% | 0.3% | x | 3% | -1%
COc1ccc(Cl)cc1NC(=O)C(C)N(C)Cc1cccc(Cl)c1Cl (stereo not drawn) | 15% | 0.9% | 24% | 4% | -5%
CCN1C[C@@H]2[C@@H]3C(=O)N(C)C(=O)[C@@H]3[C@](Cc3ccccc3)(C1=O)N2C(=O)c1ccccc1 | x | 0.0% | x | -3% | x
CC(C)c1ccc(-n2nnnc2SCC(=O)NC2CC2)cc1 | -1% | 0.8% | 47% | -1% | x
COc1ccc(-n2c(SCC(=O)NCc3ccco3)nnc2-c2c[nH]c3ccccc23)cc1 | 5% | 8.8% | 10% | 2% | -9%
COc1ccc(/C=C/C(=O)O)cc1S(=O)(=O)N1CCCCC1 | -10% | i | -20% | -9% | 12%
O=C(NC1CCCCCC1)C(=O)NC1CCCC1 | -7% | 1.0% | 10% | 4% | -4%
CC(NC(=O)c1ccc(Cl)c(S(=O)(=O)N2CCCCCC2)c1)c1cccnc1 (stereo not drawn) | -3% | 5.0% | 29% | 3% | x
CCOC(=O)C1CCN(CC(=O)c2ccc(O)c(C)c2O)CC1 | -2% | i | 1% | 3% | 4%
CCOCc1c(C(=O)NC2=Nc3ccccc3NC(CC)=C2C(=O)OCC)oc2ccccc12 | 0% | 9.0% | 28% | -16% | -2%
CCN(C(=O)Cc1cccs1)c1nnc(-c2cccnc2)s1 | -8% | 0.1% | 7% | 5% | -2%
O=C(c1ccc(Cl)c(S(=O)(=O)N2CCOCC2)c1)N1CCN(c2ccccc2F)CC1 | -5% | 4.0% | 7% | 20% | -3%
O=C(c1ccco1)N1CCN(c2nnc(-c3ccccc3)c3ccccc23)CC1 | -9% | 0.9% | 23% | -4% | 7%
Cc1ccc(S(=O)(=O)N(Cc2ccccc2)C(C)C)cc1 | -2% | i | 53% | -20% | -1%
CC(=O)N1CCN(Cc2nc3cc([N+](=O)[O-])ccc3n2C)CC1 | -8% | 1.3% | 0% | -4% | 7%
